STK33 kin inh – STK33 kinase inhibitors, primary screen, biochemical, luminescence, ADP-Glo, MBP substrate. Serine/threonine-protein kinase 33 (Homo sapiens), Q9BYT3. inhibition, % at 12.5 µM. actives 0.44% (n = 27,000). AID 2322, 2010; in the data active means inhibition above about 20%; inconclusive means no clear call, values can overlap the other calls
Target sequence (Q9BYT3 whole entry, looked up): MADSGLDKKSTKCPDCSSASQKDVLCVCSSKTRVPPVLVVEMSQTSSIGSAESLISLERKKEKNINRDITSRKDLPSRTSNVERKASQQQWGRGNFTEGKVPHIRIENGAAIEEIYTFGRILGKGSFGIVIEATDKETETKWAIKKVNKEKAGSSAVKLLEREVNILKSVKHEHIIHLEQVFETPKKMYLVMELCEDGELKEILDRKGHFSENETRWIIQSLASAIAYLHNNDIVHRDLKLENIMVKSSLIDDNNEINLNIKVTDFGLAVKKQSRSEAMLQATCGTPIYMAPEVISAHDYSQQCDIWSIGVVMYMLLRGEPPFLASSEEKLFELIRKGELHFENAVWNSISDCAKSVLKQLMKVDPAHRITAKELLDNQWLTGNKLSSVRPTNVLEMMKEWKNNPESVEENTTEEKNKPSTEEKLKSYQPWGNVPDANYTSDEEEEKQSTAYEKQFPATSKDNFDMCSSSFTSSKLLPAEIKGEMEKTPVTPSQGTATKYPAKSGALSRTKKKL
mut p53 react – mutant p53 pathway re-activators, primary screen, cell-based, SW480, luciferase, single point, HTS; SW480 PUMA-promoter luciferase, p53 mutant reactivation; activation, % at 9.98 µM; actives 1.5% (n = 28,000); AID 624151, 2012; in the data active means activation above about 52%; inconclusive means no clear call, values can overlap the other calls
* marks the source's active call; other numbers are inactive results; ? = inconclusive; / = no result given.

SMILES | STK33 kin inh | mut p53 react
CCC1CCc2[nH]c(=S)c(C#N)c(C(F)(F)F)c2C1 (centres undefined) | / | 10.8
O=C(c1ccccc1)N1CCN(c2ccc([N+](=O)[O-])c(NCc3cccnc3)c2)CC1 | 2.7 | -4.4
Cc1nc(-c2ccccc2)sc1C(=O)C1C(=O)C(=O)N(CCN(C)C)C1c1ccccc1 (centres undefined) | 0.9 | -7.1
O=C(CNS(=O)(=O)c1cc(Cl)ccc1Cl)Nc1ccc2c(c1)OCCO2 | -2.2 | -2.0
Cc1ccc(S(=O)(=O)Nc2ccc3c(c2)CC(=O)N([C@@H](C)CO)C[C@H](C)[C@@H](CN(C)S(=O)(=O)c2ccc(Cl)cc2)O3)cc1 | -0.9 | /
C[C@@H]1CCCCO[C@@H](CN(C)C)[C@H](C)CN([C@@H](C)CO)C(=O)c2cc(NS(=O)(=O)c3cccs3)ccc2O1 | / | 5.0
CO[C@H]1C(=O)c2c(O)c(CC=C(C)C)c(O)c(CC=C(C)C)c2O[C@@H]1c1ccc(O)cc1 | -1.9 | 12.3
COc1ccccc1NC(=O)CNC(=O)c1ccccc1Cl | 0.6 | -18.4
O=C1c2c(O)cc(O)cc2OC(c2ccc(O)cc2)C1C1C(=O)c2c(O)cc(O)cc2OC1c1ccc(O)cc1 (centres undefined) | 19.6 | -11.5
Cc1cc2nsnc2c(S(=O)(=O)NCC(=O)O)c1C | 1.4 | 2.0
CNC[C@H]1Oc2c(NC(=O)C3CC3)cccc2C(=O)N([C@H](C)CO)C[C@@H]1C | / | 14.1
COc1ccc(CN(C)C[C@@H]2Oc3c(NS(=O)(=O)c4ccc(OC)cc4)cccc3C(=O)N([C@H](C)CO)C[C@@H]2C)cc1 | / | -15.4
COc1ccc(S(=O)(=O)Nc2ccc3c(c2)C(=O)N([C@H](C)CO)C[C@H](C)[C@H](CN(C)Cc2ccncc2)O3)cc1 | 0.1 | 12.0
CC(C)CC#Cc1ccc2c(c1)O[C@H](CN(C)C(=O)c1ccccn1)[C@H](C)CN([C@@H](C)CO)S2(=O)=O | / | -3.8
C[C@H](CO)N1C[C@H](C)[C@H](CN(C)S(C)(=O)=O)Oc2ncc(C#CC(C)(C)O)cc2C1=O | 1.7 | /
Cc1ccc(S(=O)(=O)N(C)C[C@H]2Oc3ccc(NC(=O)Nc4ccc5c(c4)OCO5)cc3CC(=O)N([C@@H](C)CO)C[C@H]2C)cc1 | 4.1 | /
CC(C)CC#Cc1cnc2c(c1)C(=O)N([C@H](C)CO)C[C@H](C)[C@@H](CN(C)C(=O)c1cccc(F)c1)O2 | / | -8.0
Cc1cccc(CN(C)C[C@@H]2OCc3cnnn3CCCC(=O)N([C@H](C)CO)C[C@H]2C)c1 | -1.4 | /
C[C@H]1CN([C@@H](C)CO)C(=O)c2cc(NC(=O)C3CCCCC3)ccc2O[C@H]1CN(C)S(=O)(=O)c1cn(C)cn1 | -6.4 | /
CC(C)NC(=O)N(C)C[C@H]1Oc2ccc(NC(=O)CCC(F)(F)F)cc2CC(=O)N([C@H](C)CO)C[C@@H]1C | / | 4.7
Cc1ccc(N(CC(N)=O)S(=O)(=O)c2ccc(Cl)cc2)cc1 | 1.6 | -19.2
CCOc1cc(/C=C(/C#N)C(N)=O)cc(CSc2ccccc2)c1O | 3.0 | 10.2
COc1ccc(NC(=S)NCc2ccccn2)cc1OC | -4.4 | -3.1
Cc1noc(C)c1NC(=O)Nc1ccc2c(c1)C(=O)N([C@@H](C)CO)C[C@@H](C)[C@H](CN(C)C)OCCCC[C@@H](C)O2 | / | -1.9
CNC[C@@H]1Oc2ccc(NC(=O)CCC(F)(F)F)cc2CC(=O)N([C@H](C)CO)C[C@H]1C | / | -7.0
Cc1ccc(S(=O)(=O)N(C)C[C@H]2Oc3ccc(NC(=O)Nc4ccccc4)cc3C(=O)N([C@@H](C)CO)C[C@H]2C)cc1 | 0.1 | /
C[C@@H]1CN([C@@H](C)CO)C(=O)CCCn2cc(nn2)CO[C@@H]1CN(C)C(=O)C1CC1 | -1.1 | 8.4
Cc1nc(-c2ccccc2)sc1C(=O)C1C(=O)C(=O)N(CCCN2CCOCC2)C1c1ccco1 (centres undefined) | -0.4 | -1.0
Cc1ccc(C)c(OCC(=O)Nc2cccc(Oc3ccc4c(c3)C(=O)NC4=O)c2)c1 | 3.0 | -8.7
C[C@H]1CN([C@@H](C)CO)C(=O)CCCn2nncc2CO[C@@H]1CN(C)Cc1ccncc1 | -0.8 | -0.8
Cc1cccc(NCC(O)Cn2cnc3c2c(=O)n(C)c(=O)n3C)c1 (centres undefined) | -2.3 | -19.3
C[C@H]1CN([C@@H](C)CO)C(=O)Cc2cc(NC(=O)Nc3ccc(C(F)(F)F)cc3)ccc2O[C@H]1CN(C)S(C)(=O)=O | 0.9 | /
Cc1ccc(-c2csc3nc(SCC(=O)O)n(-c4ccccc4)c(=O)c23)cc1 | 2.6 | -2.2
CN(C)c1ccc2c(c1)[C@@H]1C[C@H](CC(=O)NCc3cccc(F)c3)O[C@H](CO)[C@@H]1O2 | / | 4.5
C[C@H]1CN([C@@H](C)CO)C(=O)CCCn2nncc2CO[C@H]1CN(C)Cc1ccc2c(c1)OCCO2 | -3.7 | /
C#C[C@]1(O)CC[C@H]2[C@@H]3CCc4cc(OC)ccc4[C@H]3CC[C@@]21C | 1.4 | 10.6
CCOC(=O)c1cc(C)sc1NC(=O)CC1Sc2ccccc2NC1=O (centres undefined) | 3.0 | -7.1
C[C@H]1CN([C@@H](C)CO)C(=O)c2cc(NC(=O)Cn3cnnn3)ccc2O[C@H]1CN(C)S(=O)(=O)c1ccc(F)cc1 | -5.9 | /
Cc1noc(C)c1NC(=O)Nc1ccc2c(c1)C(=O)N([C@@H](C)CO)C[C@H](C)[C@@H](CN(C)S(=O)(=O)c1ccc(Cl)cc1)O2 | -2.0 | /
COc1ccc(NC(=O)Nc2ccc3c(c2)C(=O)N([C@H](C)CO)C[C@H](C)[C@@H](CN(C)S(=O)(=O)c2ccc(F)cc2)OCCCC[C@@H](C)O3)cc1 | -3.2 | /
C[C@@H]1CCCCO[C@@H](CN(C)S(=O)(=O)c2cn(C)cn2)[C@@H](C)CN([C@@H](C)CO)C(=O)c2cc(NS(C)(=O)=O)ccc2O1 | / | -6.9
Cc1c(CCC(=O)O)c(=O)oc2cc(OCc3cccc(F)c3)ccc12 | -3.3 | 4.3
COc1ccc(Cl)cc1NC(=O)C(C)NS(=O)(=O)c1ccc(C)cc1 (centres undefined) | 4.3 | -5.7
Cc1noc(C)c1NC(=O)N(C)C[C@H]1OCCCC[C@H](C)Oc2ccc(N(C)C)cc2C(=O)N([C@H](C)CO)C[C@@H]1C | / | 7.3
COc1cccc(S(=O)(=O)N(C)C[C@@H]2Oc3ncc(-c4cccc(F)c4)cc3C(=O)N([C@H](C)CO)C[C@@H]2C)c1 | 0.9 | /
COC(=O)C1=CO[C@@H](O[C@@H]2O[C@H](CO)[C@@H](O)[C@H](O)[C@H]2O)/C(=C\CO)[C@@H]1CC(=O)OCCc1ccc(O)cc1 | 1.6 | 0.9
Cc1cc(C)c(NC(=O)CN(C2CCCCC2)S(=O)(=O)c2ccc(Br)cc2)c(C)c1 | 0.1 | -18.3
O=C(Oc1ccc(C2SCCS2)cc1)c1cccc(C(F)(F)F)c1 | -6.5 | /
CCCSc1nc(NCCO)c2c3c(sc2n1)COC(C)(CC)C3 (centres undefined) | 0.3 | 4.2
C[C@@H]1CCCCO[C@@H](CN(C)S(=O)(=O)c2cccs2)[C@@H](C)CN([C@H](C)CO)C(=O)c2cc(NC(=O)c3ccccc3)ccc2O1 | ? | /
Cc1noc(C)c1NC(=O)Nc1ccc2c(c1)C(=O)N([C@@H](C)CO)C[C@H](C)[C@H](CN(C)Cc1ccncc1)OCCCC[C@@H](C)O2 | / | 9.9
COc1ccccc1-c1cnc2c(c1)C(=O)N([C@@H](C)CO)C[C@H](C)[C@H](CN(C)Cc1cccc(F)c1)O2 | / | 8.9
CNC[C@@H]1OCCCC[C@H](C)Oc2ccc(NS(=O)(=O)c3cccs3)cc2C(=O)N([C@H](C)CO)C[C@@H]1C | / | 11.7
C[C@H]1CN([C@@H](C)CO)C(=O)c2cc(NC(=O)CCC(F)(F)F)ccc2O[C@@H]1CN(C)S(=O)(=O)c1cn(C)cn1 | -0.7 | /
O=C(O)c1ccc(NS(=O)(=O)c2cccc(C(=O)Nc3ccccc3)c2)cc1 | 2.3 | -4.6
C[C@@H]1CN([C@@H](C)CO)C(=O)c2cc(NC(=O)Nc3ccc4c(c3)OCO4)ccc2O[C@H]1CN(C)C(=O)Nc1ccc2c(c1)OCO2 | / | 1.3
CNC[C@@H]1OCCCC[C@@H](C)Oc2ccc(NC(=O)CCC(F)(F)F)cc2C(=O)N([C@@H](C)CO)C[C@@H]1C | / | 1.1
Clc1ccc(-c2csc3ncnc(NCCN4CCOCC4)c23)cc1 | -2.1 | -35.2
C[C@H]1CN([C@@H](C)CO)C(=O)Cc2cc(NS(C)(=O)=O)ccc2O[C@H]1CN(C)C | 0.3 | /
COc1ccc(S(=O)(=O)Nc2ccc3c(c2)CC(=O)N([C@@H](C)CO)C[C@H](C)[C@H](CN(C)Cc2ccc4c(c2)OCO4)O3)cc1 | -1.9 | /

Reformatted: entries from further up.
The line under a structure holds: STK33 kin inh, mut p53 react
C[C@@H]1CN([C@@H](C)CO)C(=O)CCCn2cc(nn2)CO[C@@H]1CN(C)C(=O)C1CC1
    -1.1, 8.4
C[C@@H]1CCCCO[C@@H](CN(C)S(=O)(=O)c2cccs2)[C@@H](C)CN([C@H](C)CO)C(=O)c2cc(NC(=O)c3ccccc3)ccc2O1
    ?, /

Further compounds follow.
SMILES | STK33 kin inh | mut p53 react
COc1ccc(S(=O)(=O)N(C)C[C@@H]2Oc3ccc(NC(=O)NC(C)C)cc3C(=O)N([C@@H](C)CO)C[C@H]2C)cc1 | / | 6.9
Cc1ccc(NC(=O)CN(c2c(C)cccc2C)S(C)(=O)=O)cc1C | -3.6 | 4.0
COc1ccc(NC(=O)COc2cc(C)cc(C)c2C)c([N+](=O)[O-])c1 | 0.5 | -6.9
C[C@@H]1CN([C@@H](C)CO)C(=O)c2cc(NC(=O)Cn3cnnn3)ccc2O[C@@H]1CN(C)C | 3.2 | /
COc1cccc(-c2nn(C)c3sc(C(=O)N4CCCCCC4)cc23)c1 | / | 3.9
Cc1noc(C)c1S(=O)(=O)N(C)C[C@H]1Oc2ccc(NC(=O)Nc3cccc4ccccc34)cc2CC(=O)N([C@H](C)CO)C[C@H]1C | 1.4 | -9.5
COc1ccc(S(=O)(=O)Nc2ccc3c(c2)CC(=O)N([C@H](C)CO)C[C@@H](C)[C@H](CN(C)Cc2ccc(Oc4ccccc4)cc2)O3)cc1 | 7.3 | /
Cc1ccc(S(=O)(=O)N(C)C[C@@H]2Oc3ccc(NC(=O)Nc4cccc5ccccc45)cc3CC(=O)N([C@H](C)CO)C[C@@H]2C)cc1 | 3.7 | /
N#C/C(=C\c1ccc(O)c(O)c1)C(=O)NCCCCc1ccccc1 | -1.0 | /
COc1cccc(S(=O)(=O)Nc2ccc3c(c2)[C@H]2C[C@@H](CC(=O)N4CCCCC4)O[C@H](CO)[C@H]2O3)c1 | / | 6.5
COc1ccc(Cl)cc1N=C1NC(=O)CC(C(=O)Nc2ccccc2)S1 (centres undefined) | -4.5 | 19.1
CNC[C@@H]1OCCCC[C@@H](C)Oc2ccc(NC(=O)CCCN(C)C)cc2C(=O)N([C@H](C)CO)C[C@@H]1C | -0.1 | /
CCCC#Cc1ccc2c(c1)O[C@H](CN(C)C(=O)c1ccccn1)[C@@H](C)CN([C@H](C)CO)S2(=O)=O | / | 7.1
Cc1ccc(SCCCCSc2nc(C)cc(=O)[nH]2)cc1 | -3.0 | -4.8
CC(C)[C@H](N)C(=O)OCCOCn1cnc2c(=O)[nH]c(N)nc21 | 2.1 | /
Cc1ccc(NC(=O)Cn2c(-c3nonc3N)nc3ccccc32)cc1Cl | 1.5 | -3.9
CC(C)Cn1c(SCC(=O)c2ccc(Cl)cc2)nc2ccccc2c1=O | -0.3 | /
C[C@H](CO)N1C[C@H](C)[C@H](CN(C)Cc2ccc(C(F)(F)F)cc2)Oc2ccc(NC(=O)Cc3cn(C)c4ccccc34)cc2C1=O | 0.7 | /
C[C@@H]1CN([C@@H](C)CO)C(=O)CCCn2nncc2CO[C@H]1CN(C)S(=O)(=O)c1ccc(Oc2ccccc2)nc1 | 8.6 | /
COc1ccccc1C(=O)NCCCN1CCCC1=O | -0.2 | -2.0
C[C@H](CO)N1C[C@H](C)[C@H](CN(C)Cc2cncnc2)Oc2cc(-c3ccncc3)ccc2S1(=O)=O | / | -8.5
CCOC(=O)c1c(NC(=O)Cn2ccc([N+](=O)[O-])n2)sc(C)c1C | -2.8 | -2.7

Fetched by compound from the list above:
SMILES | STK33 kin inh | mut p53 react
C[C@H](CO)N1C[C@H](C)[C@H](CN(C)Cc2cncnc2)Oc2cc(-c3ccncc3)ccc2S1(=O)=O | / | -8.5
COc1ccccc1C(=O)NCCCN1CCCC1=O | -0.2 | -2.0
Cc1ccc(SCCCCSc2nc(C)cc(=O)[nH]2)cc1 | -3.0 | -4.8
C[C@H](CO)N1C[C@H](C)[C@H](CN(C)Cc2ccc(C(F)(F)F)cc2)Oc2ccc(NC(=O)Cc3cn(C)c4ccccc34)cc2C1=O | 0.7 | /

Single records, from the list above.
Entry for C[C@H](CO)N1C[C@H](C)[C@H](CN(C)Cc2ccc(C(F)(F)F)cc2)Oc2ccc(NC(=O)Cc3cn(C)c4ccccc34)cc2C1=O → STK33 kin inh = 0.7; mut p53 react = /
Entry for CCOC(=O)c1c(NC(=O)Cn2ccc([N+](=O)[O-])n2)sc(C)c1C → STK33 kin inh = -2.8; mut p53 react = -2.7
Entry for CC(C)[C@H](N)C(=O)OCCOCn1cnc2c(=O)[nH]c(N)nc21 → STK33 kin inh = 2.1; mut p53 react = /

High-throughput results: PubChem, Broad Institute

Some of the compounds tested; count on the stated rates, not on these rows.
